Source: PubChem (National Center for Advancing Translational Sciences (NCATS))
GRP78 ERSR act – qHTS for Inducers of the Endoplasmic Reticulum Stress Response (ERSR) in Human Glioma: qHTS; 0.02% of 420,000 active; AID 602332, 2012; Potency, µM, inactives show top-dose activation, usual class: activators; U87-MG GRP78 promoter luciferase reporter, 16 h; note: potency is the fitted concentration of half-maximal effect; series mostly up to about 76 µM; % of control where 0% means no effect; nearly all actives have a fitted effect of over 35% in size
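Stably transfected U87-MG glioma cells carrying a GRP78-based luciferase sensor; 16 h compound incubation. Luminescence end-point read 10 min after Bright-Glo addition at room temperature.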
POLK inh – qHTS for Inhibitors of Polymerase Kappa; DNA polymerase kappa (Homo sapiens), Q9UBT6; purified Pol kappa, fluorescent DNA synthesis assay, 10 min; Potency, µM (top dose mostly 107 µM), without a hit: at the top dose activity, negative = inhibition, hits mostly inhibitors; 0.53% of 400,000 active; AID 588579, 2011; note: potency is the fitted concentration of half-maximal effect; % is set by controls: 0 for no effect and ±100 for the full control effect
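Here, compound and 10 nM enzyme are combined for 15 min at room temperature; adding 50 nM substrate (final) starts DNA synthesis, tracked by fluorescence at 0 and 10 min against buffer-only wells.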
BLM inh – qHTS Assay for Inhibitors of Bloom's syndrome helicase (BLM) | RecQ-like DNA helicase BLM (Homo sapiens), P54132 | recombinant BLM DNA unwinding, fluorescence dequenching | Potency, µM (top dose mostly 56.1 µM), for the others: top-dose activity change, negative = inhibition, most hits filed as inhibitors | 0.2% of 350,000 active | AID 2528, 2010;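 note: potency is the fitted concentration of half-maximal effect; plate controls were vehicle for no effect and no enzyme for full effect; nearly all actives have a fitted effect of over 35% in size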
Pol iota inh – qHTS for Inhibitors of Polymerase Iota | DNA polymerase iota (Homo sapiens), Q9UNA4 | Pol iota fluorescent replication assay, 10 min | Potency, µM (doses to about 115 µM), for the others: at the top dose activity, negative = inhibition, hits mostly inhibitors | 1% of 390,000 active; note: potency is the fitted concentration of half-maximal effect
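Pol iota at 10 nM preincubated 15 min with compounds at room temperature; reaction started with fluorescent substrate, 50 nM final. Fluorescence read kinetically at 0 and 10 min; buffer-only wells as negative control.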
POLH inh – qHTS for Inhibitors of Polymerase Eta; DNA polymerase eta (Homo sapiens), Q9Y253; recombinant Pol eta, fluorescent DNA replication assay; Potency, µM (doses to about 114 µM), for inactives: at the highest dose activity change, negative = inhibition, hits mostly inhibitors; 1.2% of 390,000 active; AID 588591, 2011; note: potency is the fitted concentration of half-maximal effect; % is set by controls: 0 for no effect and ±100 for the full control effect
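Pol eta (10 nM) was preincubated with compounds for 15 min at room temperature, after which fluorescent replication substrate (50 nM final) was added to start the reaction. Fluorescence was read kinetically at 0 and 10 min.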
Apoferritin bind – qHTS Assay for Identification of Novel General Anesthetics; Ferritin light chain (Equus caballus), P02791; apoferritin/1-aminoanthracene competitive binding, fluorescence; Potency, µM (top dose mostly 77.5 µM), without a hit: top-dose activity change, negative = displacement, most hits filed as inhibitors; 0.074% of 350,000 active; AID 485281, 2010; note: potency is the fitted concentration of half-maximal effect; % is set by controls: 0 for no effect and ±100 for the full control effect; nearly all actives have a fitted effect of over 20% in size
Target sequence (P02791 2-175 limits assumed): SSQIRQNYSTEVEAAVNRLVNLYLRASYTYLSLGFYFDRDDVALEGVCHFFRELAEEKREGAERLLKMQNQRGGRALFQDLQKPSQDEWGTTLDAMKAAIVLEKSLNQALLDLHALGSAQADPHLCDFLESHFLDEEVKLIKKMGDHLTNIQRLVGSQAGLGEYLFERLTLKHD
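Apoferritin-based anesthetic binding model; compound displacement of fluorescent 1-AMA measured as endpoint fluorescence after 10 minutes at room temperature, scaled to free-ligand and complex controls.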
Pol beta inh – qHTS Assay for Inhibitors of DNA Polymerase Beta. Pol beta primer extension/strand displacement, fluorescence kinetic. Potency, µM (titrated, usually from 114 µM), for the others: at the top dose activity change, negative = inhibition, hits mostly inhibitors. 1.3% of 340,000 active. AID 485314, 2010; note: potency is the fitted concentration of half-maximal effect; % is set by controls: 0 for no effect and ±100 for the full control effect
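Kinetic readout of DNA synthesis with strand displacement by Pol beta. Compound and 10 nM enzyme sit 15 min at room temperature; 50 nM substrate starts the reaction, read immediately and at 10 min.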
APEX1 inh – qHTS Assay for Inhibitors of the Human Apurinic/apyrimidinic Endonuclease 1 (APE1) | DNA repair nuclease/redox regulator APEX1 (Homo sapiens), P27695 | recombinant APE1, TAMRA/BHQ-2 abasic DNA cleavage fluorescence | Potency, µM (doses to about 65.8 µM), for the others: at the top dose activity change, negative = inhibition, actives largely listed as inhibitors | 0.35% of 350,000 active | AID 2517, 2012;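 note: potency is the fitted concentration of half-maximal effect; plate controls were vehicle for no effect and reference inhibitor for full effect; nearly all actives have a fitted effect of over 55% in size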
Target sequence (P27695 whole entry, looked up): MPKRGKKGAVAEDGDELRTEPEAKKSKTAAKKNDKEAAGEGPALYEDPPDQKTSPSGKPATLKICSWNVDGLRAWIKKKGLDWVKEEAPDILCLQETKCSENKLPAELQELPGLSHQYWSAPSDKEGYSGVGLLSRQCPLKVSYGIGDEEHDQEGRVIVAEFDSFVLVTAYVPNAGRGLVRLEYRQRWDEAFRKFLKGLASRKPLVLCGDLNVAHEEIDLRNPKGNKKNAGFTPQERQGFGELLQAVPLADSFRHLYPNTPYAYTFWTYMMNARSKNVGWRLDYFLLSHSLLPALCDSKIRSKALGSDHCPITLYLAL
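APE1 at 0.75 nM final was preincubated with compound 15 min at room temperature, then 50 nM double-stranded THF abasic-site substrate (5'-TAMRA/3'-BHQ-2) was added. Fluorescence (ex 525/em 598 nm) was read kinetically; third-minus-first read gave activity.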
LDHA block – qHTS assay for inhibitors of human lactate dehydrogenase | L-lactate dehydrogenase A chain (Homo sapiens), P00338 | purified LDHA, NADH/diaphorase-resazurin fluorescence; stronger effect = lower value | 0.15% of 480,000 active | activity change, % (values are at about 110 or 230 µM) | AID 1347041, 2019; in the data active = activity change below about -30%; inconclusive = mostly about -25% to -30%;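 note: plate controls were DMSO wells for no effect and wells without enzyme for full effect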
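LDH5 2 nM; NADH 0.06 mM, pyruvate 0.2 mM; 200 mM Tris pH 7.4, EDTA, Tween-20; 5 min RT. Detection: diaphorase 0.133 mg/mL + resazurin 37 µM, fluorescence ex540/em590 at 0 and 20 min; normalized to enzyme-free and DMSO wells.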
Numbers without * were called inactive; ? = inconclusive; · = not tested or not shown; & = joins results of further samples; [ ] = another dose, or the depositor's remark. Unless noted, calls come from the whole dose curve; as a rule, active = well fitted curve in the direction sought with a large enough effect; inconclusive = small, poorly fitted or top-dose-only effect, or another doubt; inactive = no such curve, though single readings can be large; an effect the other way counts as inactive or inconclusive. A portion of the library; the hit share may differ from the screen's.

SMILES | GRP78 ERSR act | POLK inh | BLM inh | Pol iota inh | POLH inh | Apoferritin bind | Pol beta inh | APEX1 inh | LDHA block
Cc1ccc2nc(CSc3nnc(Cc4cccs4)n3C3CCCCC3)cc(=O)n2c1 | -5% | -5% | 2% | 8% | -1% | -16% | 10% | -2% | -3
Cc1ccc(S(=O)(=O)N2CCCCC2)cc1NC(=O)CSc1nnc(C2CC2)n1C | -6% | -9% | · | 1% | -12% | · | · | 9% | -1
Nc1nc(COC(=O)C2CCN(C(=O)c3ccc(Cl)cc3)CC2)nc(Nc2ccccc2)n1 | 0% | 9% | · | 10% | -12% | · | · | 12% | 3
O=C(c1ccc(Cl)c(F)c1F)N1CCCC1 | 2% | -7% | -1% | 15% | -5% | 0% | -9% | 20% | -9
CCCC12CN3CC(CCC)(CN(C1)C3c1ccc(OCc3ccccc3)cc1)C2=O (stereo unspecified) | -1% | 1% | 1% | 42%[activator] | -16% | -5% | 19% | · | -1
CC1(C)CC(=O)C([C@H]2C3=C(CC(C)(C)CC3=O)Oc3ccccc32)C(=O)C1 | -3% | -5%[19.4 µM] | 0% | · | · | · | · | -9% | ·
COc1cc(/C=C2\C=Cc3ccccc32)cc(OC)c1OC | 1% | -9% | · | 21% | · | · | · | · | 3
Cc1ccc(Cl)cc1NC(=S)N1CCC(c2ccccc2)C1 (stereo unspecified) | 3% | -2% | 3% | 32%[activator] | 3% | 3% | 2% | -6% | -12
OCc1nc2ccccc2n1CCOc1ccccc1 | 0% | -15% | · | 5% | -5% | · | · | · | -4
CC1=C(C(=O)OCc2ccccc2)C(c2ccc(Cl)cc2)NC(=O)N1CCCCCC(=O)O (stereo unspecified) | 0% | -14% | 0%&3% | ? | -7% | -2%&0% | 1% | 5%&14% | -7

A second format for three compounds above:
Order of results – GRP78 ERSR act, POLK inh, BLM inh, Pol iota inh, POLH inh, Apoferritin bind, Pol beta inh, APEX1 inh, LDHA block
> Cc1ccc2nc(CSc3nnc(Cc4cccs4)n3C3CCCCC3)cc(=O)n2c1
 : -5%, -5%, 2%, 8%, -1%, -16%, 10%, -2%, -3
> Cc1ccc(S(=O)(=O)N2CCCCC2)cc1NC(=O)CSc1nnc(C2CC2)n1C
 : -6%, -9%, ·, 1%, -12%, ·, ·, 9%, -1
> Nc1nc(COC(=O)C2CCN(C(=O)c3ccc(Cl)cc3)CC2)nc(Nc2ccccc2)n1
 : 0%, 9%, ·, 10%, -12%, ·, ·, 12%, 3

Following part:
SMILES | GRP78 ERSR act | POLK inh | BLM inh | Pol iota inh | POLH inh | Apoferritin bind | Pol beta inh | APEX1 inh | LDHA block
CC(=O)Nc1c(C)nn(-c2ccccc2)c1N1CCC(C(=O)NCc2cccc(F)c2)CC1 | -3% | -9%[60.1 µM] | -2% | -7% | -9% | 46%[activator] | -2% | · | -8
CC(C(=O)Nc1ncc2c(n1)CC(C)(C)CC2=O)N1C(=O)c2ccccc2C1=O (stereo unspecified) | -3% | 1% | 2% | 15% | -3% | -20% | 8% | -2% | -2
CCc1nnc(NC(=O)CSc2ccc(-c3ccc(-n4cccn4)cc3)nn2)s1 | 0% | -9% | · | 9% | -3% | · | · | -3% | -4
CC(=O)c1cccc(NC(=O)c2nccnc2C(=O)O)c1 | -3% | 4% | 0% | -10% | 2% | -8% | 38% | -3% | -3
CCn1c2ccccc2c2cc(NS(=O)(=O)c3ccccc3C)ccc21 | -3% | -3% | -11% | 6% | -4% | -13% | -8% | ? | 0
CC1CC(C)(C)CC2(C1)NC(=O)N(CC(=O)OCC(=O)Nc1cc(S(=O)(=O)N3CCCCC3)ccc1Cl)C2=O (stereo unspecified) | 0% | -1% | · | 24% | -17% | · | · | · | -8
CCOc1cc(/C=C2\C(=O)NN(c3ccccc3)C2=O)cc([N+](=O)[O-])c1O | -1% | 45µM* | -11% | 11µM* | 16µM* | -15% | 20µM* | ? | 12
COc1ccc2nc(NC(=O)c3c(C)noc3C)sc2c1 | 8% | -24% | · | 8% | -3% | · | · | 2% | 1
N=c1c2c3c(sc2nc2n1CCCCC2)CCCC3 | 1% | -3% | -7% | 10% | -16% | -7% | -3% | 13% | -5
CN1CCC(=NNC(=O)C(=O)NC2CCCCC2)CC1 | -1% | 0% | -2% | -8% | -2% | -13% | 8% | 2% | 0
C=CCOc1ccc(/C=C2\C(=N)N3N=C(S(=O)(=O)CC)SC3=NC2=O)cc1OC | 2% | -4% | -2% | ? | 40µM* | -5% | -3% | 4% | -4
CCCNC(=S)N1CCN(C(c2ccccc2)c2ccccc2)CC1 | -2% | -11% | -6% | -9% | ? | -7% | 56µM* | 9% | -1
Cc1nc(/N=C(\N)NC(=O)c2ccccc2)nc2ccccc12 | 2% | -10% | 3% | ? | -6% | -10% | -11% | 3% | 3&-2
CCN(C(=O)C(NS(=O)(=O)c1cccc2nsnc12)c1ccccc1)c1ccccc1 (stereo unspecified) | -3% | -10% | -2% | -7% | -18% | ? | 3% | · | 0
O=C1C(O)CCN1Cc1ccccc1 (stereo unspecified) | -5% | 0% | · | 19% | 1% | · | · | · | -10
Cc1nn(-c2cc(N3CCNCC3)ccc2[N+](=O)[O-])c(=O)c2ccccc12 | -7% | -8% | 2% | -9% | 5% | -23% | ? | 3% | 3&-4
COc1ccc(NC(=O)c2c(NCc3cccc(F)c3)sc3c2CCC3)c(OC)c1 | -9% | -8%[60.1 µM] | -4% | 6% | -15% | 6% | -14% | · | 3
O=C(N[C@H]1CCC(=O)N([C@H](CSc2ccc(Br)cc2)Cc2ccccc2)CC1)OCc1ccccc1 | -4%&-4% | -15%&-15% | · | 5%&-1% | -13% | · | · | -14% | -7
CCCN(Cc1cccs1)C(=O)Nc1cc(Cl)c(OC)cc1OC | -3% | -5% | -11% | -6% | -13% | 3% | 4% | · | -2&2
Cc1c(Cl)cccc1NC(=S)N(CCCN1CCOCC1)Cc1ccco1 | -3% | -19% | 0% | -12% | -7% | -15% | 2% | -1% | -1
COc1ccc(C(=O)c2ccc(Cl)cc2Cl)cc1 | -2% | -8% | -7% | 3% | -10% | ? | 5% | -1% | -5
CCc1ccc(S(=O)(=O)Nc2ccc3[nH]c(=O)sc3c2)cc1 | 1% | -4%[60.1 µM] | -1% | -16% | 0% | -20% | 2% | · | -1
COc1ccc(/C=C2/SC(=O)N(NS(=O)(=O)c3ccccc3)C2=S)cc1OC | -4% | -9% | 2% | -19%[58.9 µM] | 0% | ? | 2% | -4% | -6
CCOC(=O)c1cnc(SC2CC(=O)N(c3ccccc3)C2=O)nc1N (stereo unspecified) | -2% | -3% | -2% | 10% | 12% | -13% | -2% | -4% | -8
CCOc1cccc(-c2nnc(SCC(=O)Nc3cc(C)ccc3OC)n2N)c1 | 1% | -14% | -2% | 2% | -2% | -22% | 10% | 0% | -9
CC(=NCCc1c(C)[nH]c2ccc(OC(F)(F)F)cc12)C1=C(O)CC(c2ccccc2)CC1=O (stereo unspecified) | -4% | 1% | -4% | 100%[activator] | -12% | -7% | 21% | -6% | -6
CCCc1c(C(=O)N/N=C/c2sccc2C)nnn1-c1nonc1N | -5% | 9% | -2% | -25% | -16% | -5% | -27% | 32% | -2
CCCNc1nc2c(c(=O)n(C)c(=O)n2C)n1CCc1ccccc1 | -3% | -6% | 1% | 19% | -6% | -9% | 8% | 15% | 0
O=C(CCNS(=O)(=O)c1cccc2nsnc12)NCCC1=CCCCC1 | -2% | -12% | -1% | 26% | 0% | -9% | 2% | 0% | 7
CCCCC#Cc1nc(N)c2ncn([C@@H]3O[C@H](C(=O)NCC)[C@@H](O)[C@H]3O)c2n1 | · | · | · | 4%[58.9 µM] | 0%[57.1 µM] | · | 11%[57.1 µM] | -4% | ·
CC(=O)Nc1ccc2nc(C)n(Cc3ccc(Cl)cc3)c(=O)c2c1 | 3% | -2% | 5% | 9% | -14% | 0% | -4% | 12% | -3
O=C(NCc1ccco1)c1ccc2c(c1)C(=O)N(Cc1ccccc1)C2=O | -1% | -13% | 0% | 3% | -8% | ? | -11% | -1% | -7
CC(O)c1ccc(OCCN(C)c2ccccn2)cc1 (stereo unspecified) | -3% | -2% | -2% | 156%[activator] | ? | -3% | -4% | 48%[activator] | -5
CCc1nnc(NC(=O)CN2CCN(c3nc(-c4ccccc4)cs3)CC2)s1 | -2% | -1% | 0% | 39%[activator] | -17% | -21% | 24% | -2% | 6
O=C(Nc1ccc(N2CCOCC2)c(S(=O)(=O)Nc2ccc(Cl)cc2)c1)c1cnccn1 | 1% | -5% | -13% | 11% | ? | 2% | -1% | -3% | 0
COc1ccc(C2CC(c3ccc(F)cc3)Nc3nc(N)nn32)cc1 (stereo unspecified) | -4% | 0% | 3% | 3% | -14% | -4% | 26% | -9% | -6
CC/C(=N\NC(=O)OC)c1ccc(OC(F)F)cc1 | -4% | -9% | -4% | -18% | 5% | 1% | 18% | -2% | -13
COCC(=O)Nc1ncc(S(=O)(=O)c2ccc([N+](=O)[O-])cc2)s1 | -3% | -13% | -1% | 102%[activator] | -1% | -8% | 1% | -2% | -7
O=C(COC(=O)CCC(=O)c1cccs1)NC1CCCCC1 | -6% | -3% | · | -1% | -14% | · | · | -3% | -9
Cc1nc(C(F)(F)F)c(C(=O)NC(=O)Nc2ccccc2)s1 | 4% | -8% | 3% | 20% | 5% | -5% | 13% | -2% | -13
